Screening results (PubChem BioAssay)
C diff HTS: blocks growth of Clostridium difficile | AID 1259249 | Clostridium difficile clinical isolate growth, OD600, 24 h; active compounds read low | growth activity, negative = inhibition, % at 16 µg/mL (by protocol) | 86,000 compounds, 0.25% hits;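 active means mean growth activity at or below -80% and every replicate also at or below -80%; inconclusive means mean at or below -80% but some replicate above -80%; inactive means mean growth activity above -80%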;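 further: 0% = DMSO wells and -100% = levofloxacin 16 µg/mL wells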
Pf Dd2 inh: inhibitors of Plasmodium falciparum Dd2 growth; P. falciparum Dd2 growth, SYBR Green, 72 h; active compounds read low; activity change, % at 10 µM; 94,000 compounds, 2.3% hits; AID 1159554; in the data active means activity change below about -80%; inconclusive means no clear call, values can overlap the other calls
Tcruzi prolif: blocks T. cruzi growth in NIH3T3 culture; AID 624255; T. cruzi beta-gal in NIH3T3, GalScreen luminescence, 90 h; inhibition, % at 8.34 µM; 77,000 compounds, 5.9% hits;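 active means mean inhibition above about 93%, with at least 55% of replicates each passing it, limit read from the data, passing the limit was not always enough; inconclusive means only one of those two conditions holds; inactive means neither condition holds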
GASC1 inh: KDM4C (human) demethylase inhibition; Q9H3R0; GST-KDM4C 2-372, H3K9me3 peptide, LANCE TR-FRET; inhibition, % at 12.5 µM; 96,000 compounds, 0.15% hits; AID 720574;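 active means mean replicate inhibition above about 25%, with at least 55% of replicates also reaching it, limit read from the data, passing the limit was not always enough; inconclusive means only one of those two conditions met; inactive means neither condition met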
Target sequence (Q9H3R0 2-372 limits assumed): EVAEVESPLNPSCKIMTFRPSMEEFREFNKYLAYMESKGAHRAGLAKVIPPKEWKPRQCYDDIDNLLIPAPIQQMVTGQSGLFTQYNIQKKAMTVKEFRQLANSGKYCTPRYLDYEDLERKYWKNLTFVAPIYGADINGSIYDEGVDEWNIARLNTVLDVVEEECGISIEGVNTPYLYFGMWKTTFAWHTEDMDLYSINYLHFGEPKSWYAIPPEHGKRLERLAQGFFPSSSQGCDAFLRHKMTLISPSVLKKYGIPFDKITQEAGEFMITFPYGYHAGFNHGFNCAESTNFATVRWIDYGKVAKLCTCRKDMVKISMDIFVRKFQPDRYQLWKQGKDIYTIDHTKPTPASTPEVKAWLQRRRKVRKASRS
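Compound: one test concentration per compound; Material: GST-GASC-1 enzyme fragment 2-372; Amount: GASC-1 enzyme at 10 nM final in reaction; Also added: H3K9me3 peptide substrate, Fe(II), 2-oxoglutarate; Technique: LANCE TR-FRET; Times: 30 min demethylation and 1 h detection at room temperature.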
* hit, by the source's call; ? = inconclusive; . = no result given; & = joins results of further samples.

SMILES	C diff HTS	Pf Dd2 inh	Tcruzi prolif	GASC1 inh
COc1ccc2c3c(n(C)c2c1)[C@@H](CO)N(C(=O)c1ccccn1)CC31CN(C(=O)c2ccccn2)C1	5	-6	.	1.3
C[C@@H]1CN([C@@H](C)CO)C(=O)c2cc(NS(=O)(=O)c3cn(C)cn3)ccc2O[C@@H](C)CCCCO[C@H]1CN(C)C(=O)c1ccccc1	.	18	-4	-1.0
CCS(=O)(=O)N1CCCCN2[C@H](CO)[C@H](c3ccc(-c4ccc(C#N)cc4)cc3)[C@H]2C1	-2	-39	114*	-2.6
COCC#Cc1ccc2c(c1)O[C@H](CN(C)Cc1cncnc1)[C@@H](C)CN([C@@H](C)CO)S2(=O)=O	3	-7	-4	-2.9
C[C@H]1CN([C@@H](C)CO)S(=O)(=O)c2ccc(C#Cc3ccc(F)cc3)cc2O[C@H]1CN(C)C(=O)NC1CCCC1	-14	?	99*	-1.3
CN1C(=O)c2cc(NC(=O)Cc3ccccc3)ccc2OC[C@H]2O[C@H](CC(=O)NCC3CC3)CC[C@@H]21	3	-1	-21	1.4
C[C@H]1CN([C@@H](C)CO)C(=O)c2cccc(NC(=O)c3ccc(-c4nccs4)cc3)c2O[C@H]1CN(C)Cc1ccccc1	-1	-11	46	0.3
O=S(=O)(c1ccccc1)N1CCCCN2[C@H](C1)[C@@H](c1ccc(-c3cncnc3)cc1)[C@@H]2CO	-9	32	25	1.7
O=C([C@@H]1[C@@H](CO)[C@@H]2Cn3c(cccc3=O)[C@H]1N2CC1CC1)N1CCc2ccccc2C1	-10	.	121*	-0.5
C[C@@H]1CN([C@H](C)CO)C(=O)c2cc(NS(=O)(=O)c3cccs3)ccc2O[C@H]1CN(C)Cc1ccc(Oc2ccccc2)cc1	.	13	10	0.3
COc1cccc(-c2cnc3c(c2)C(=O)N([C@@H](C)CO)C[C@@H](C)[C@H](CN(C)CC2CCOCC2)O3)c1	0	29	110	0.4
CCc1cnc(N2[C@H](C#N)[C@H](c3ccc(C#CC(C)C)cc3)[C@H]2CO)s1	-12	-13	107*	-1.2
O=S(=O)(c1ccccc1F)N1CC[C@@H]2[C@H](CO)Nc3ccc(-c4ccccc4F)cc3[C@@H]21	7	8	45	0.7
C[C@H](CO)N1C[C@H](C)[C@@H](CN(C)C(=O)C2CCOCC2)Oc2ncc(C#Cc3cccc(F)c3)cc2C1=O	-3	-40	74	-1.3
COc1ccc2c3c(n(C)c2c1)[C@H](CO)N(C(C)=O)CC31CN(C(=O)C2CC2)C1	-3	2	.	0.0
C[C@@H]1CN([C@@H](C)CO)C(=O)c2cccc(NS(=O)(=O)c3cn(C)cn3)c2O[C@H]1CN(C)CC1CCCCC1	-3	0	-9	-0.5
Cc1noc(C)c1NC(=O)Nc1ccc2c(c1)CC(=O)N([C@@H](C)CO)C[C@@H](C)[C@H](CN(C)Cc1ccc(Oc3ccccc3)cc1)O2	54	-82*	40	-0.6
CO[C@H]1CN(C)C(=O)c2ccc(NC(=O)NC(C)C)cc2OC[C@H](C)N(C(=O)NC(C)C)C[C@H]1C	3	1	-23	1.3
C[C@@H]1CN([C@H](C)CO)C(=O)Cc2cc(NC(=O)Cc3ccccc3)ccc2O[C@@H]1CN(C)Cc1ccc2c(c1)OCO2	-5	13	47	1.0
COc1ccc(S(=O)(=O)Nc2ccc3c(c2)CC(=O)N([C@H](C)CO)C[C@H](C)[C@H](CN(C)Cc2ccc(Oc4ccccc4)cc2)O3)cc1	-4	-43	67	-1.7

Some of these compounds in order of the GASC1 inh value, highest first.
SMILES	GASC1 inh
C[C@@H]1CN([C@H](C)CO)C(=O)Cc2cc(NC(=O)Cc3ccccc3)ccc2O[C@@H]1CN(C)Cc1ccc2c(c1)OCO2	1.0
C[C@H]1CN([C@@H](C)CO)C(=O)c2cccc(NC(=O)c3ccc(-c4nccs4)cc3)c2O[C@H]1CN(C)Cc1ccccc1	0.3
C[C@H]1CN([C@@H](C)CO)S(=O)(=O)c2ccc(C#Cc3ccc(F)cc3)cc2O[C@H]1CN(C)C(=O)NC1CCCC1	-1.3

(more compounds)
SMILES	C diff HTS	Pf Dd2 inh	Tcruzi prolif	GASC1 inh
CCCNC(=O)N(C)C[C@@H]1Oc2ncc(C#Cc3ccncc3)cc2C(=O)N([C@@H](C)CO)C[C@@H]1C	6	18	25	18
CNC[C@@H]1Oc2ccc(NS(=O)(=O)c3ccc(F)cc3)cc2CC(=O)N([C@H](C)CO)C[C@H]1C	12&2	-17	.	1.0
NCC[C@H]1CC[C@H](NC(=O)C2CCCCC2)[C@@H](CO)O1	6	16	.	17
Cc1ccc(S(=O)(=O)N(C)C[C@H]2Oc3ccc(NC(=O)NC(C)C)cc3CC(=O)N([C@@H](C)CO)C[C@H]2C)cc1	5	2	7	0.4
COc1ccc(C(=O)N2C[C@@H]3[C@H](c4ccccc42)[C@@H](CO)N3C(=O)c2ccc(F)cc2)cc1	-3	11	79	-1.5
C[C@H](CO)N1C[C@H](C)[C@H](CN(C)S(=O)(=O)c2cn(C)cn2)Oc2ccc(NC(=O)CCCN(C)C)cc2C1=O	-1	29	86	1.0
CNC[C@H]1Oc2cc(C#CCOC)ccc2S(=O)(=O)N([C@@H](C)CO)C[C@@H]1C	-3	-62	.	-0.6
CCC(=O)N1CC2(C1)[C@@H](c1ccc(-c3ccc(F)cc3)cc1)[C@H](CO)N2C(C)=O	3	-11	.	1.0
COc1ccc(NC(=O)Nc2cccc3c2O[C@@H](CN(C)S(=O)(=O)c2cccs2)[C@H](C)CN([C@@H](C)CO)C3=O)cc1	-2	4	26	-0.1
O=C(NC1CCCC1)N[C@@H]1CC[C@H](CC(=O)N2CCOCC2)O[C@H]1CO	3	3	.	3.4
Cc1ccc(S(=O)(=O)N(C)C[C@H]2OCCCC[C@H](C)Oc3ccc(NC(=O)c4ccccc4)cc3C(=O)N([C@@H](C)CO)C[C@@H]2C)cc1	.	-82*	104*	-0.3
C[C@@H]1CCCCO[C@H](CN(C)C(=O)Nc2ccccc2)[C@H](C)CN([C@H](C)CO)C(=O)c2cc(NC(=O)NC3CCCCC3)ccc2O1	.	-77	47	-0.5
C[C@@H]1CN([C@H](C)CO)C(=O)c2cc(C#CC(C)(C)O)cnc2O[C@@H]1CN(C)C(=O)c1ccccc1F	-2	55	26	-2.3
CN(C)CC(=O)Nc1ccc2c(c1)[C@@H]1C[C@@H](CC(=O)NCc3ccccn3)O[C@@H](CO)[C@@H]1O2	3	22	.	0.9
N#C[C@@H]1[C@H](c2ccccc2C2=CCCC2)[C@H](CO)N1C(=O)C1CC1	5	26	.	3.9
COCC(=O)N1CC(=O)N2[C@@H](CO)[C@H](c3ccc(C#Cc4cccc(OC)c4)cc3)[C@@H]2C1	-5	8	.	-1.0
COCCNC(=O)C[C@@H]1C[C@H]2c3cc(NC(=O)NC4CCCCC4)ccc3O[C@H]2[C@H](CO)O1	.	-1	3	2.4
CNC[C@H]1OCCCC[C@H](C)Oc2ccc(NC(=O)Nc3ccccc3)cc2C(=O)N([C@@H](C)CO)C[C@@H]1C	-2	-13	27	3.2
CCCNC(=O)[C@H]1[C@H](CO)[C@H]2Cn3c(cccc3=O)[C@H]2N1CC1CCCC1	-3	37	.	2.3
CCC(=O)Nc1ccc2c(c1)C(=O)N(C)C[C@H](OC)[C@H](C)CN[C@@H](C)CO2	0	6	-1	0.0
C[C@@H]1CCCCO[C@H](CN(C)C(=O)Nc2ccc(C(F)(F)F)cc2)[C@@H](C)CN([C@@H](C)CO)C(=O)c2cc(NC(=O)CCC(F)(F)F)ccc2O1	-3	-73	94	-2.5
CN1C(=O)c2cc(NC(=O)c3cccs3)ccc2OC[C@H]2O[C@H](CC(=O)NCC(F)(F)F)CC[C@H]21	-5	-16	14	0.8
O=C(c1ccc2c(c1)OCO2)N1C[C@@H]2[C@H](c3ccccc31)[C@H](CO)N2Cc1cccnc1	3	-3	26	0.1
C[C@@H]1CCCCO[C@H](CN(C)C(=O)Nc2ccc3c(c2)OCO3)[C@H](C)CN([C@H](C)CO)C(=O)c2cc(NC(=O)Nc3ccc(C(F)(F)F)cc3)ccc2O1	7	-89*	93	0.1
C[C@@H]1CN([C@@H](C)CO)C(=O)c2cc(NC(=O)Cc3ccccc3)ccc2O[C@@H]1CN(C)C	0	15	-163	-0.7
Cc1ccc(S(=O)(=O)Nc2ccc3c(c2)C(=O)N([C@H](C)CO)C[C@@H](C)[C@@H](CN(C)S(C)(=O)=O)OCCCC[C@H](C)O3)cc1	-6	44	7	0.8
COc1ccccc1NC(=O)N(C)C[C@H]1Oc2cc(Br)ccc2S(=O)(=O)N([C@H](C)CO)C[C@@H]1C	-1&4	-14&-24	86	-1.1
C[C@@H]1CN([C@H](C)CO)S(=O)(=O)c2ccc(C#Cc3cccc(F)c3)cc2O[C@H]1CN(C)S(=O)(=O)c1ccccc1F	3	-76	111*	-0.3
C[C@H]1CN([C@@H](C)CO)C(=O)c2cc(NC(=O)Cc3ccccc3)ccc2O[C@H]1CN(C)S(=O)(=O)c1cn(C)cn1	.	37	73	-1.9
CO[C@H](CN(C)S(=O)(=O)c1cccc(Cl)c1)[C@H](C)CN([C@H](C)CO)S(=O)(=O)c1ccc(Cl)cc1	.	-3	?	-1.6
COc1cccc(C(=O)Nc2ccc3c(c2)OC[C@H](C)N(CCc2ccccc2)C[C@H](C)[C@H](OC)CN(C)C3=O)c1	.	-61	36	2.3
C[C@H]1CN([C@@H](C)CO)C(=O)c2cc(NS(=O)(=O)c3cn(C)cn3)ccc2O[C@@H]1CN(C)Cc1ccc(C(F)(F)F)cc1	-2	-1	4	-1.4
CO[C@@H]1CN(C)C(=O)c2ccc(NC(=O)C3CC3)cc2OC[C@@H](C)N(Cc2nccs2)C[C@H]1C	.	.	9	1.7
CCN1[C@@H]2Cn3c(cccc3=O)[C@H]1[C@@H](C(=O)NC1Cc3ccccc3C1)[C@@H]2CO	-3	8	-23	1.0
COCC(=O)Nc1ccc2c(c1)OC[C@H](C)N(Cc1ccccn1)C[C@@H](C)[C@H](OC)CN(C)C2=O	.	18	19	0.7
CCNC(=O)[C@H]1[C@H](CO)[C@H]2Cn3c(ccc(C4=CCCC4)c3=O)[C@@H]1N2C(=O)CC	3	22	6	1.9
C[C@H]1CN([C@@H](C)CO)C(=O)c2cc(C#CC3CCCCC3)cnc2O[C@@H]1CN(C)S(=O)(=O)c1cccc(F)c1	5	-53	.	0.4
CCCNC(=O)N1C[C@H](O)COC[C@@H]2O[C@@H](CC(=O)N3CCC(Cc4ccccc4)CC3)CC[C@H]21	4&-3	-17	6	-1.7
CN(C)CC(=O)N1CC(=O)N2[C@@H](CO)[C@H](c3ccc(/C=C/c4ccccc4)cc3)[C@@H]2C1	0	12	.	-1.4
Cc1ccc(S(=O)(=O)Nc2ccc3c(c2)CC(=O)N([C@H](C)CO)C[C@H](C)[C@@H](CN(C)S(=O)(=O)c2ccc(Cl)cc2)O3)cc1	2	-67	-56	-0.8

Compound profiles, as listed above:
COCC(=O)Nc1ccc2c(c1)OC[C@H](C)N(Cc1ccccn1)C[C@@H](C)[C@H](OC)CN(C)C2=O as listed: C diff HTS: .; Pf Dd2 inh: 18; Tcruzi prolif: 19; GASC1 inh: 0.7
CO[C@@H]1CN(C)C(=O)c2ccc(NC(=O)C3CC3)cc2OC[C@@H](C)N(Cc2nccs2)C[C@H]1C as listed: C diff HTS: .; Pf Dd2 inh: .; Tcruzi prolif: 9; GASC1 inh: 1.7

(more compounds)
SMILES	C diff HTS	Pf Dd2 inh	Tcruzi prolif	GASC1 inh
C[C@H](CO)N1C[C@H](C)[C@H](CN(C)S(=O)(=O)c2ccc(C#N)cc2)Oc2ncc(-c3cccc(F)c3)cc2C1=O	-1	-12	.	1.6
C[C@H](CO)N1C[C@H](C)[C@H](CN(C)C(=O)Nc2ccc(F)cc2)Oc2ccc(NS(=O)(=O)c3ccc(Cl)cc3)cc2C1=O	2	14	21	1.4
O=C(C[C@@H]1CC[C@H]2[C@@H](COC[C@@H](O)CN2S(=O)(=O)c2ccc(Oc3ccccc3)cc2)O1)Nc1ccccc1	27&0	-41	.	-4.4
CNC[C@@H]1Oc2ccc(NC(=O)C3CC3)cc2CC(=O)N([C@H](C)CO)C[C@@H]1C	-2	15	-38	0.7
CCC(=O)N(C)C[C@H]1Oc2cc(Br)ccc2S(=O)(=O)N([C@@H](C)CO)C[C@H]1C	-1&-1	17&22	.	7.2
N#C[C@H]1[C@@H](c2ccccc2C2=CCCC2)[C@H](CO)N1S(=O)(=O)c1ccccc1	9	4	.	-3.2
C[C@H](CO)N1C[C@H](C)[C@@H](CN(C)Cc2ccccn2)Oc2cc(C3=CCCC3)ccc2S1(=O)=O	1	-24	.	0.1
O=C(c1cccc(F)c1)N1CCCCN2[C@H](C1)[C@H](c1ccc(-c3cncnc3)cc1)[C@@H]2CO	3	31	8	-0.4
